RGS4 inh = Inhibitors of Regulator of G Protein Signaling (RGS) 4: qHTS; Potency, µM (titrated, usually from 114 µM), without a hit: top-dose activity change, negative = inhibition, most hits filed as inhibitors; Transcreener GDP fluorescence polarization, RGS4-accelerated GTP hydrolysis; AID 504845, 2011; 390,000 tested, 0.039% active; also: potency is read from the fitted curve at half-maximal effect; % is scaled to controls: 0 for no effect and ±100 for the full control effect; nearly all actives have a fitted effect of over 75% in size; some results filed as inactive show a strong effect at the top dose
Target sequence (P49798 whole entry, looked up): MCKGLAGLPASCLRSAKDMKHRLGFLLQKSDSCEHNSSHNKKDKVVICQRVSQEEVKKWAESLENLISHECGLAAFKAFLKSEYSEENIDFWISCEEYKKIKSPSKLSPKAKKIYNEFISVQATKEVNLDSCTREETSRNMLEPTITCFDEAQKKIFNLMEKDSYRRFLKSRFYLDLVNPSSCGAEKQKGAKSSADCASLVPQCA
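MLSMR compounds (23 nl, pin-transferred) preincubated 10 min at room temperature with a 500nM (2x) first reagent, then RGS4 at 900nM (2x) plus Transcreener GDP mix added; fluorescence polarization (620/688 nm) read before and after 90 min at 30 °C.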
rTrxR1 inhibitor = qHTS Assay for Inhibitors of Mammalian Selenoprotein Thioredoxin Reductase 1 (TrxR1): qHTS. Thioredoxin reductase 1, cytoplasmic (Rattus norvegicus), O89049. recombinant rTrxR1, NADPH fluorescence consumption, selenite substrate. Potency, µM (top dose mostly 114 µM), without a hit: at the highest dose activity change, negative = inhibition, usual class: inhibitors. 390,000 tested, 1% active. AID 588453, 2011; also: potency is read from the fitted curve at half-maximal effect; % is scaled to controls: 0 for no effect and ±100 for the full control effect; nearly all actives have a fitted effect of over 65% in size
Target sequence (O89049 whole entry, looked up): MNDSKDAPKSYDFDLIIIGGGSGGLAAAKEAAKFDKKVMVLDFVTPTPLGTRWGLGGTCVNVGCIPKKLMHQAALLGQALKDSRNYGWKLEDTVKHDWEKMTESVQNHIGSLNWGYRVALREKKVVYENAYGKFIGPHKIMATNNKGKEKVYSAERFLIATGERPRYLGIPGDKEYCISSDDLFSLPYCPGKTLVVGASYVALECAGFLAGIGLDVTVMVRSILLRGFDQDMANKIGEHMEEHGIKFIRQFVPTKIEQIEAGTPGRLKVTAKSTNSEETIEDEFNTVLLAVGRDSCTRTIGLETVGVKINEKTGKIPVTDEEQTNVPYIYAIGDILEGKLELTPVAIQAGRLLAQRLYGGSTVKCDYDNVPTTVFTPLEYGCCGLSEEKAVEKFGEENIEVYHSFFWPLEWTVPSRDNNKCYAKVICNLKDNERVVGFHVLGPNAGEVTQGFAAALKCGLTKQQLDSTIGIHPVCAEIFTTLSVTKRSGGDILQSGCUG
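Rat TrxR1 (90 nM in the dispensed reagent) was pre-reduced with 400 uM NADPH for 5 min at room temperature, then incubated with compound for 15 min. After 400 uM selenite was added, NADPH fluorescence (Ex 340/Em 450 nm) was followed for 8 min.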
Vif-A3G inh = qHTS for Inhibitors of Vif-A3G Interactions: qHTS; 410,000 tested, 0.076% active; HeLa A3G-eYFP + Vif (tagged APOBEC3G with the HIV-1 protein that degrades it), YFP fluorescence, overnight; Potency, µM (titrated, usually from 46.1 µM), for the others: top-dose activity, negative = active, hits mostly inhibitors; DNA dC->dU-editing enzyme APOBEC-3G (Homo sapiens), Q9HC16;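 also: potency is read from the fitted curve at half-maximal effect; % is scaled to controls: 0 for no effect and ±100 for the full control effect; nearly all actives have a fitted effect of over 60% in size; hits raise eYFP signal because A3G escapes Vif-driven loss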
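HeLa cells stably expressing Vif and C-terminally eYFP-tagged A3G, seeded overnight at 37 deg C, then exposed to compound by pintool overnight at 37 deg C. Rise in yellow fluorescence (Ex 488/Em 500-530, Acumen) marks blocked Vif-driven A3G degradation.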
Glioma ERSR ind = qHTS for Inducers of the Endoplasmic Reticulum Stress Response (ERSR) in Human Glioma: qHTS; U87-MG GRP78 promoter luciferase reporter, 16 h; Potency, µM, without a hit: at the top dose activation, hits mostly activators; 420,000 tested, 0.02% active; AID 602332, 2012; also: potency is read from the fitted curve at half-maximal effect; series mostly up to about 76 µM; % of control where 0% means no effect; nearly all actives have a fitted effect of over 35% in size
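ERSR induction read as luciferase luminescence (Bright-Glo, 10 min at room temperature) in stably transfected human U87-MG glioma cells exposed to compounds for 16 h, using GRP78 as sensor.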
LDHA block = qHTS assay for inhibitors of human lactate dehydrogenase; L-lactate dehydrogenase A chain (Homo sapiens), P00338; activity change, % (values are at about 110 or 230 µM); purified LDHA, NADH/diaphorase-resazurin fluorescence; hits give low values; 480,000 tested, 0.15% active; AID 1347041, 2019; in the data active = activity change below about -30%; inconclusive = mostly about -25% to -30%;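 also: plate controls were DMSO wells for no effect and wells without enzyme for full effect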
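Human LDH5 (2 nM) was incubated with 0.06 mM NADH and 0.2 mM pyruvate for 5 min at room temperature in Tris pH 7.4. Remaining NADH was coupled through diaphorase/resazurin, and resorufin fluorescence was read at 0 and 20 min.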
Vif-A3F inh = qHTS for Inhibitors of Vif-A3F Interactions: qHTS | HeLa A3F-eYFP + Vif (tagged APOBEC3F with the HIV-1 protein that degrades it), YFP fluorescence increase | Potency, µM (highest dose often 46.1 µM), for inactives: top-dose activity, negative = active | 390,000 tested, 0.2% active; also: potency is read from the fitted curve at half-maximal effect; % of control where 0% means no effect; nearly all actives have a fitted effect of over 65% in size
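HeLa cells stably expressing Vif plus C-terminally eYFP-tagged A3F were seeded, incubated overnight at 37 deg C, dosed with compound, incubated overnight again at 37 deg C. Yellow fluorescence (Ex 488/Em 500-530) reported blocked Vif-mediated A3F-eYFP degradation.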
IDH1 R132H inh = qHTS for Inhibitors of mutant isocitrate dehydrogenase 1 (IDH1): qHTS; IDH1-R132H enzyme, NADPH consumption, diaphorase/resazurin fluorescence; Potency, µM (titrated, usually from 76.6 µM), for the others: top-dose activity change, negative = inhibition, actives largely listed as inhibitors; 390,000 tested, 0.093% active; AID 602179, 2012; also: potency is read from the fitted curve at half-maximal effect; % is scaled to controls: 0 for no effect and ±100 for the full control effect; nearly all actives have a fitted effect of over 65% in size
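IDH1-R132H (0.5 ug/mL dispensed) in pH 7.5 Tris buffer was preincubated 30 min with compound, then given a substrate mix of 0.016 mM NADPH and 2 mM alpha-KG for 80 min at room temperature; remaining NADPH was read by diaphorase/resazurin fluorescence.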
TrxR1 substrate = qHTS Assay for Substrates of Mammalian Selenoprotein Thioredoxin Reductase 1 (TrxR1): qHTS | 390,000 tested, 0.01% active | AID 588456, 2011 | purified TrxR1 substrate turnover, NADPH consumption readout | Thioredoxin reductase 1, cytoplasmic (Rattus norvegicus), O89049 | Potency, µM (titrated, usually from 114 µM), for inactives: top-dose activity change, negative = substrate turnover; also: potency is read from the fitted curve at half-maximal effect; % is scaled to controls: 0 for no effect and ±100 for the full control effect; nearly all actives have a fitted effect of over 50% in size
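Rat TrxR1, dispensed at 90 nM, was prereduced with 400 uM NADPH (final) for 5 min at ~22 deg C, then incubated with compound 15 min before 400 uM selenite. A first-read NADPH fluorescence drop versus no-compound background flagged substrates.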
USP1-UAF1 inh = Inhibitors of USP1/UAF1: Primary Screen | Ubiquitin carboxyl-terminal hydrolase 1 (Homo sapiens), O94782 | recombinant USP1/UAF1, Ub-Rhodamine cleavage fluorescence | Potency, µM (series often up to 57.1 µM), for inactives: at the top dose activity change, negative = inhibition, most hits filed as inhibitors | 390,000 tested, 0.23% active | AID 743255, 2014; also: potency is read from the fitted curve at half-maximal effect; % is scaled to controls: 0 for no effect and ±100 for the full control effect; nearly all actives have a fitted effect of over 60% in size; inactives centre near -12
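USP1/UAF1 complex (1 nM) preincubated 15 min at room temperature with compound, then Ub-Rho substrate (150 nM final) added. Kinetic fluorescence at 480/540 nm over 6 reads at 60 s intervals; 50 mM HEPES pH 7.8, 0.5 mM EDTA, 0.1 mg/ml BSA, 1 mM TCEP, 0.01% Tween-20.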
Numbers without * were called inactive; u = inconclusive; x = not tested or not shown; & = joins results of further samples; [ ] = remark or other dose. Unless noted, calls follow the shape of the dose curve; as a rule, active = well fitted curve in the direction sought with a large enough effect; inconclusive = small, poorly fitted or top-dose-only effect, or another doubt; inactive = no such curve, though single readings can be large; an effect the other way counts as inactive or inconclusive. These rows are one share of the data. The share of hits here may be higher or lower than overall.

SMILES	RGS4 inh	rTrxR1 inhibitor	Vif-A3G inh	Glioma ERSR ind	LDHA block	Vif-A3F inh	IDH1 R132H inh	TrxR1 substrate	USP1-UAF1 inh
CC(C)(C)NC(=O)COC(=O)c1ccccc1Nc1ccc(SC(F)F)cc1	-11%	-2%	0%	1%	1	-6%	2%	6%	-21%
O=c1oc2ccc3ccccc3c2cc1-c1nnc(Nc2ccc(Cl)cc2Cl)s1	1%	25%	x	x	-11	x	x	11%	-11%
Cc1cc(N2CCN(c3ccccc3)CC2)n2ncnc2n1	-18%	5%[57.1 µM]	-2%	0%	-5	-8%	9%	2%[57.1 µM]	-14%
CCCC(CCC)C(=O)Nc1cccc(-c2cn3cccnc3n2)c1	-17%	30%[57.1 µM]	-5%	-3%	-1	-7%	11%	65%[activator][57.1 µM]	13%
COC(=O)C[C@H]1c2cc(C(F)(F)F)ccc2S(=O)(=O)N1C(C)C	x	8%	1%	-3%	x	x	x	4%	x
COc1ccc(-c2noc(CCC(=O)NCC3CCCO3)n2)cc1OC (stereo not drawn)	-16%	24%	0%	-3%	0&10	-3%	13%	8%	-22%
COc1ccc(CCNC(=O)COC(=O)c2ccc(C)s2)cc1	15%	-7%	2%	-1%	-4	-21%	4%	10%	-4%
COc1ccc(OC)c(/C=N/n2c(C)nc3ccccc3c2=O)c1	-4%	13%	3%	-5%	-5	1%	0%	5%	-23%
COc1ccc(NC(=O)CSc2nc3ccccc3[nH]2)cc1	0%	27%	0%	5%	-3	11%	-4%	7%	-20%
Cc1ccc(-c2noc(-c3ccccc3NC(=O)C3CC(=O)N(c4ccccc4C)C3)n2)cc1 (stereo not drawn)	-19%	21%	0%	1%	3	9%	14%	12%	-9%
Nn1c(Cc2cccc3ccccc23)nnc1SC1CCOC1=O (stereo not drawn)	-10%	-3%	1%	3%	-1	-6%	5%	-4%	-4%
COc1cccc(NC(=O)Cn2nnc(C(=O)Nc3cc(Cl)ccc3OC)c2N)c1	u	30%	-2%	-4%	-2	-1%	-8%	5%	-21%
COc1ccc(CCC2(C)NC(=O)N(C(C)C(=O)N3c4ccccc4CC3C)C2=O)cc1 (stereo not drawn)	5%	20%	-5%	-4%	1	4%	3%	6%	-23%
Cn1c(=O)oc2cc(S(=O)(=O)N3CCC(C(=O)Nc4ccc(F)c(Cl)c4)CC3)ccc21	20%	7%	1%	-2%	-1	2%	6%	-5%	-25%
COc1c2c(nc3occc13)C(CC=C(C)C)(OC)C(OC(C)=O)CC2 (stereo not drawn)	-45%	4%[57.1 µM]	-4%	-6%	-4	-8%	-1%	2%[57.1 µM]	-14%
COc1ccc2cc(-c3cn4c(n3)sc3cc(F)ccc34)c(=O)oc2c1	-5%	15%[57.1 µM]	1%	0%	10	-8%	19%	6%[57.1 µM]	-13%
NCCCn1c(C(=O)c2cc(Cl)c(N)c(Cl)c2)c2ccccc2[n+]1[O-]	-21%	u	-2%	-3%	1	4%	-2%[38.3 µM]	5%	-25%
COc1ccc(-c2ccc3c(c2)[C@@H]2C[C@H](N(C)C(=O)Nc4ccccc4)[C@H]([C@H](C)O)C(=O)N2CC3)cc1	2%	4%	0%	-2%	-3	7%	-7%	-5%	-9%
O=C(Nc1ncccc1O)c1cccc(S(=O)(=O)N2CCc3ccccc32)c1	-16%	3%	-1%	-11%	0	-7%	1%	-7%	-13%
NC(=O)CC(NC(=O)c1cccc(Br)c1)c1ccc(N2CCN(c3ccc(F)cc3)CC2)c([N+](=O)[O-])c1 (stereo not drawn)	2%	23%[57.1 µM]	3%	-1%	-2	12%	1%	8%[57.1 µM]	u
Cc1cc(C)cc(NC(=O)C2CCN(C(=O)c3cnn(-c4ccccc4)c3-n3cccc3)CC2)c1	-11%	14%	0%	-3%	4	-3%	0%	-1%	-24%
O=C(Oc1ccc[nH]c1=O)c1cc([N+](=O)[O-])cc([N+](=O)[O-])c1	-19%	-25%[57.1 µM]	2%	-2%	14	-1%	5%	-9%[57.1 µM]	-3%
COc1ccc(S(=O)(=O)N(C)C[C@H]2Oc3ccc(NC(=O)Cn4cnnn4)cc3C(=O)N([C@H](C)CO)C[C@@H]2C)cc1	-2%	1%	1%	-1%	5	0%	13%	3%	-19%
COc1ccc(NC(=O)/C=C/c2ccc(Br)o2)cn1	u	-78%	1%	10%	10	0%	25%	9%[11.4 µM]	-14%
Cc1cccc(NC(=S)N(C)C2CCCCC2)c1	-21%	3%	0%	0%	-3	-26%	-6%	0%	-24%
COc1ccc(-c2cc(C(=O)OCC(=O)N3CCOCC3)c3ccccc3n2)cc1	11%	16%	1%	1%	-7	-1%	0%	18%	-10%
Cn1c(/C=C/c2cccc(Br)c2)nc2ccccc2c1=O	-19%[56.9 µM]	-2%	u	1%	3	-3%	2%	11%	-12%
Clc1ccccc1CN(Cc1ccco1)Cc1nnnn1C1CCCC1	1%	10%	-3%	-5%	-9	0%	15%	-3%	-11%
CC(C)c1ccc(C(=O)Nc2cccc3cccnc23)cc1	6%	19%	-2%	3%	-3	1%	21%	5%	-37%
COc1ccc(NC(=O)c2ccc3c(c2)OCO3)cc1S(=O)(=O)N1CCOCC1	-25%	10%	-16%	0%	5	-1%	11%	7%	-13%
COc1ccc(C(=O)Nc2nnc(CCc3ccccc3)s2)c(OC)c1	13%	24%	-1%	9%	-3	0%	14%	8%	-27%
CC1(C)CC(NCCN2CCN(C3=CC(=C(C#N)C#N)CC(C)(C)C3)CC2)=CC(=C(C#N)C#N)C1	2%	2%	2%	-2%	0	0%	11%	-1%	-12%
CCN1C(=O)c2cccc3c(N)ccc1c23	-1%	-7%	5%	4%	20	-5%	19%	-11%	u
COc1ccc2sc(-c3ccccc3OC)c(-c3ccc(OC)nc3)c2c1	-3%	26%[57.1 µM]	-6%	4%	1	-12%	9%	4%[57.1 µM]	-32%
CCCC(C(=O)NC1CCCC1)N(Cc1ccccc1)C(=O)c1snc(C(N)=O)c1N (stereo not drawn)	1%	11%	-1%	-5%	-2	2%	5%	6%	-13%
O=C(Nc1nc2ccccc2c(=O)s1)c1ccco1	-2%	u	8%	-3%	-7	10%	-2%	-1%	-14%
CCOC(=O)C1(Cc2ccccc2C(F)(F)F)CCN(C(=O)c2cc(C)n(C)n2)CC1	-13%	19%[57.1 µM]	-1%	7%	5	-3%	10%	-2%[57.1 µM]	-6%
Cc1nnsc1C(=O)Nc1cc(Cl)ccc1Cl	-13%	11%	1%	-2%	7	-6%	10%	2%	-2%

Random excerpt: three compounds from above, in no set order.
SMILES	RGS4 inh	rTrxR1 inhibitor	Vif-A3G inh	Glioma ERSR ind	LDHA block	Vif-A3F inh	IDH1 R132H inh	TrxR1 substrate	USP1-UAF1 inh
O=C(Oc1ccc[nH]c1=O)c1cc([N+](=O)[O-])cc([N+](=O)[O-])c1	-19%	-25%[57.1 µM]	2%	-2%	14	-1%	5%	-9%[57.1 µM]	-3%
COc1ccc(NC(=O)CSc2nc3ccccc3[nH]2)cc1	0%	27%	0%	5%	-3	11%	-4%	7%	-20%
O=C(Nc1nc2ccccc2c(=O)s1)c1ccco1	-2%	u	8%	-3%	-7	10%	-2%	-1%	-14%

Grouped by structure: the compounds so far with a CF3 group (two)
SMILES	RGS4 inh	rTrxR1 inhibitor	Vif-A3G inh	Glioma ERSR ind	LDHA block	Vif-A3F inh	IDH1 R132H inh	TrxR1 substrate	USP1-UAF1 inh
COC(=O)C[C@H]1c2cc(C(F)(F)F)ccc2S(=O)(=O)N1C(C)C	x	8%	1%	-3%	x	x	x	4%	x
CCOC(=O)C1(Cc2ccccc2C(F)(F)F)CCN(C(=O)c2cc(C)n(C)n2)CC1	-13%	19%[57.1 µM]	-1%	7%	5	-3%	10%	-2%[57.1 µM]	-6%

Assay outcomes (PubChem BioAssay)
